High-throughput results (PubChem BioAssay)
LmPK inh: LmPK (Leishmania mexicana) enzyme inhibition. Q27686. purified LmPK, Kinase-Glo ATP luminescence, 1 h. Potency, µM (highest dose often 57.5 µM), for inactives: at the top dose activity change, negative = inhibition, actives largely listed as inhibitors. 290,000 tested, 0.37% active; also: potency is read from the fitted curve at half-maximal effect
Target sequence (Q27686 whole entry, looked up): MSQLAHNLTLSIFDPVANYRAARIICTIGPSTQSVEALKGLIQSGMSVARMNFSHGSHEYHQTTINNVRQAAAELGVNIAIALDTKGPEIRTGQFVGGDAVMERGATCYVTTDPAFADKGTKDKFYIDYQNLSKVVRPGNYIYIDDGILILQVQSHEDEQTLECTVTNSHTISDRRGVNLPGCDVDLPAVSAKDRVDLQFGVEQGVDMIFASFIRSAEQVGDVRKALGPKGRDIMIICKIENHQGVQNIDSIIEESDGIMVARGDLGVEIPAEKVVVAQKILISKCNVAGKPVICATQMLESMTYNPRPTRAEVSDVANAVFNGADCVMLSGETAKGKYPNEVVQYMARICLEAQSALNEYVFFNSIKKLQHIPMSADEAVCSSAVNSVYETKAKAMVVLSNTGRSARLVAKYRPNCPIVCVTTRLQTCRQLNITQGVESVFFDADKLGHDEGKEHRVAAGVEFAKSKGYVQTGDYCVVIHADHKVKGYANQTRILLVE
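0.1 nM LmPK, 0.5 mM PEP, 0.1 mM ADP; 50 mM imidazole pH 7.2, 7 mM MgCl2, 50 mM KCl; 1 h RT. Kinase-Glo luminescence readout, normalized to no-enzyme (full inhibition) and uninhibited wells.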
AmpC inh detg: inhibitors of E. coli AmpC beta-lactamase with detergent. AID 485294. Potency, µM (doses to about 114 µM), without a hit: at the highest dose activity change, negative = inhibition, hits mostly inhibitors. 370,000 tested, 0.041% active. AmpC hydrolysis of nitrocefin, absorbance 480 nm, 0.01% Triton;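 also: potency is read from the fitted curve at half-maximal effect; 0% = no-compound wells and -100% = no-enzyme wells; nearly all actives have a fitted effect of over 25% in size; some results filed as inactive show a strong effect at the top dose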
Target sequence (P00811 whole entry, looked up): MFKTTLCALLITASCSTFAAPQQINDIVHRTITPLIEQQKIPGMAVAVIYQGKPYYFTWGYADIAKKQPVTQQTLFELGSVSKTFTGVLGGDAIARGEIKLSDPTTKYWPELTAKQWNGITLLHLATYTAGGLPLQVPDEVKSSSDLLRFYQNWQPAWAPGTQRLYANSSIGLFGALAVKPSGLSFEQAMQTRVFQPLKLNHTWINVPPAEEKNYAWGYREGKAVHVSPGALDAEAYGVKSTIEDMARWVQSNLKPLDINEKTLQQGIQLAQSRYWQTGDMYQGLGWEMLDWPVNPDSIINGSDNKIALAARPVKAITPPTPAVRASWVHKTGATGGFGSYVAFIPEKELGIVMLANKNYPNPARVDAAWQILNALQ
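20 mM phosphate pH 7.0 + 0.01% (detergent screen) or 0.0001% Triton X-100; 5.3 nM AmpC reagent; cpd preinc 15 min RT; nitrocefin (800 uM stock) to start; A480 q20 s × 4 min; Activity was normalised to no-enzyme and no-compound control wells.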
HCMV antiviral: blocks human cytomegalovirus replication. AID 1259415. activity change, negative = inhibition, % at 57.5 µM. 410,000 tested, 4.5% active. HFF cells, HCMV-luciferase reporter, 72 h; active compounds read low; in the data active = activity change below about -60%; inconclusive = no clear call, values can overlap the other calls; inactive = above about -39%
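Two compound doses tested in HFFs infected with HCMV-luciferase, MOI 1 PFU/cell, 72 h at 37C. Lysate luminescence read with OneGlo; data normalized against buffer-only and 10uM Salinomycin inhibitor controls.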
AMA1-RON2 inh: inhibitors of Plasmodium falciparum AMA1-RON2 interaction; AlphaScreen AMA1-biotinylated RON2 peptide binding; Potency, µM (highest dose often 58.2 µM), for the others: at the top dose activity change, negative = inhibition, usual class: inhibitors; 360,000 tested, 0.2% active; AID 720542;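 also: potency is read from the fitted curve at half-maximal effect; 0% = vehicle wells and -100% = peptide control; nearly all actives have a fitted effect of over 45% in size; some results filed as inactive show a strong effect at the top dose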
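AMA1 (3D7) with his tag at 25 nM final met compounds first, then biotinylated RON2 peptide at 25 nM; detection used donor plus acceptor beads, 10 µg/mL apiece, read by AlphaScreen after 30 min at room temperature.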
Tb PYK inh: T. brucei pyruvate kinase inhibition | Q57TT1 | Potency, µM (highest dose often 76.8 µM), for inactives: top-dose activity, negative = inhibition, usual class: inhibitors | 410,000 tested, 0.12% active | AID 624173 | TbPYK enzyme, Kinase-Glo Plus ATP luminescence, 45 min; also: potency is read from the fitted curve at half-maximal effect; nearly all actives have a fitted effect of over 50% in size
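Luminescent Kinase-Glo Plus end-point after 45 min room-temperature reaction of T. brucei pyruvate kinase started with 130 uM ADP (final). Buffer TEA 50 mM pH 7.2 with KCl, MgCl2, BSA, Tween-20; titration-based qHTS with fitted concentration-effect curves.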
AmpC inh no detg: inhibitors of E. coli AmpC beta-lactamase without detergent; P00811; AmpC nitrocefin hydrolysis, absorbance 480 nm, 0.0001% Triton; Potency, µM (series often up to 57.1 µM), for the others: at the highest dose activity change, negative = inhibition, most hits filed as inhibitors; 330,000 tested, 0.52% active;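 also: potency is read from the fitted curve at half-maximal effect; plate controls were no compound for no effect and no enzyme for full effect; nearly all actives have a fitted effect of over 20% in size; some results filed as inactive show a strong effect at the top dose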
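AmpC (5.3 nM in the dispensed reagent) in 20 mM phosphate pH 7.0 with 0.01% (detergent screen) or 0.0001% Triton X-100 was preincubated with compounds for 15 min at room temperature. Nitrocefin was then added from an 800 uM solution, and hydrolysis was followed at 480 nm.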
HCV inhibitor: inhibitors of hepatitis C virus infection. AID 651820. 340,000 tested, 3.4% active. Huh7.5.1 HCVcc-Cre infection, luciferase reporter, 44 h. Potency, µM (titrated, usually from 41.8 µM), for inactives: at the highest dose activity change, negative = inhibition, hits mostly inhibitors; also: potency is read from the fitted curve at half-maximal effect
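Compounds are dispensed onto cells plated 4 h earlier at 1,000 per well, with HCVcc-Cre virus (about 0.5 moi) added next. Following 44 h of culture, luminescent signal is measured for 15 sec after 15 min with substrate at room temperature.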
* marks the source's active call; other numbers are inactive results; ? = inconclusive; · = not tested or not shown; & = joins results of further samples; [ ] = dose if it differs, or a comment. Unless noted, calls follow the shape of the dose curve; as a rule, active = well fitted curve in the direction sought with a large enough effect; inconclusive = small, poorly fitted or top-dose-only effect, or another doubt; inactive = no such curve, though single readings can be large; an effect the other way counts as inactive or inconclusive. Unless noted, % is scaled to controls: 0 for no effect and ±100 for the full control effect.

SMILES | LmPK inh | AmpC inh detg | HCMV antiviral | AMA1-RON2 inh | Tb PYK inh | AmpC inh no detg | HCV inhibitor
N#Cc1c(N)n(C2CCCCC2)c2nc3ccccc3nc12 | -1% | -6% | -21 | 6% | 5% | -20% | -8%
S=c1nc[nH]c2c1ncn2-c1ccc(Cl)cc1 | · | · | -12 | 70%[activator] | ? | · | -12%
COC(=O)C1CCN(C(=O)Nc2ccc(OC)cc2)CC1 | -5% | 2% | 34 | -2% | 0% | -15% | 12%
COc1ccc(CC(=O)Nc2ccc(N(C)C)c3ccccc23)cc1 | 0% | -18% | 85 | -3% | -1% | -31% | ?
Cc1ccc(S(=O)(=O)N2CCCN(S(=O)(=O)C3CCS(=O)(=O)C3)CC2)cc1 (configuration not stated) | -3% | 1% | · | 0% | -8% | -9% | 2%
O=C(N/C(=C\c1ccccc1)C(=O)N1CCOCC1)c1ccc(Br)o1 | 0% | ? | 0 | 5% | 2% | -7% | -18%
Cc1ccc(NC(=O)c2ncn(CCCNCC3CCCCC3)n2)cc1C | · | · | -22 | -4% | 2% | · | ·
Cc1ccc(S(=O)(=O)N/N=C\c2ccc3c(c2)OCO3)cc1C | 0% | 4% | -34 | -7% | -13% | ? | 5%
Cc1ccsc1C(=O)OCC(=O)Nc1cccc(S(=O)(=O)NC2=NCCCCC2)c1 | 0% | 0% | -27 | 5% | -1% | -23% | 12%
CCCCn1nnc(NC(=O)CCC)n1 | -4% | 0% | -13 | -7% | -1% | -13% | 6%
CCOC(=O)c1ccc(NC(=O)c2ccc(CN3CCc4ccccc4C3)cc2)cc1 | 4% | -14% | -33 | -6% | -11% | -23% | 1.4µM*
COc1cc(OC)c(NC(=O)Cn2cnc3c(nc4n3CCCCC4)c2=O)cc1Cl | · | 17% | 11 | · | -6% | · | ·
O=C(COc1ccc(S(=O)(=O)N2CCCC2)cc1Cl)NCc1ccco1 | -3% | -2% | -8 | -6% | -15% | -5% | -7%
Cc1c(NC(=O)c2ccc(NC(=O)C3CC3)cc2)cccc1C(=O)O | -3% | -2% | 12 | -9% | 4% | -11% | 7%
O=C(CSc1nc2ccccc2c(=O)n1-c1ccc(F)cc1)Nc1cc(S(=O)(=O)N2CCOCC2)ccc1Cl | 4% | -21% | -10 | 2% | -7% | 15% | -13%&-8%
O=C(CSc1ccc(Cl)cc1)NC(=O)c1ccccc1 | · | ? | 1 | 9% | -2% | -17% | ?
CCN(C(=O)Cn1c(C(=O)OC)cc2sccc21)c1cccc(C)c1 | · | 19% | -2 | · | 3% | · | ·
O=c1c2c(nc3nc(NCc4cccc5ccccc45)[nH]n13)CCC2 | -9% | 4% | -26 | -5% | 4% | -16% | 13%
COc1ccc(CC(=O)NNC(=O)c2ccc(Br)o2)cc1 | 0% | 6% | 24 | 56%[activator] | 0% | -20% | 11%
Cc1ccc2[nH]c(=O)c(CN(CCCO)S(=O)(=O)c3cccc4nsnc34)cc2c1 | 5% | ? | -27 | -10% | 1% | 41% | 5%
O=C(NCCN1CCOCC1)Nc1ccc(Cl)cc1 | 8% | 4% | 61 | 9% | -1% | -8% | -4%
O=C1NC(=S)N/C1=C/C=C/c1ccccc1 | 2% | -14% | -13 | -18% | -5% | -24% | 12%
Cc1ccc(N2CCN(S(=O)(=O)c3ccc4oc(=O)ccc4c3)CC2)cc1Cl | 0% | -1% | 0 | 4% | -3% | -5% | -19%
COc1ccc(CCNC(=O)/C(C#N)=C2\N=C(NC(=O)c3ccco3)c3ccccc32)cc1 | 4% | 10% | -29 | 3% | 6% | -30% | -10%
CC(C)Nc1nc(N)c(C(=O)C23CC4CC(CC(C4)C2)C3)s1 | 4% | 1% | -26 | -24% | 6% | -15% | -5%
(listing goes on)
SMILES | LmPK inh | AmpC inh detg | HCMV antiviral | AMA1-RON2 inh | Tb PYK inh | AmpC inh no detg | HCV inhibitor
O=C(c1cccs1)N1CCCC(N2CCN(c3cccc(C(F)(F)F)c3)CC2)C1 (configuration not stated) | 1% | -1% | -19 | -15% | -4% | 143%[activator] | ?
COc1ccc(Cl)cc1C(=O)NNC(=O)COC(=O)CCN=C1NS(=O)(=O)c2ccccc21 | · | -3% | -16 | 67%[activator] | -4% | ? | 1%[8.37 µM]
COC(=O)c1ccc(NC(=O)CSc2nc3cc4ccccc4cc3[nH]2)cc1 | · | 27% | 14 | · | -2% | · | ·
COC(=O)c1ccccc1NC(=O)Cc1noc2ccc(C)cc12 | · | 0% | -2 | · | -3% | · | ·
CC(C)(C)OC(=O)N1CCC(c2c(C(=O)NCc3ccco3)cnn2-c2ccc(F)cc2)CC1 | · | -4% | -4 | · | -6% | · | ·
O=C(Nc1ccc2c(c1)OCO2)c1cc(-c2ccc(Cl)cc2)on1 | · | 19% | 4 | · | 1% | · | ·
NC(=O)NN=C1CCn2cccc21 | · | · | 10 | 35%[activator] | -5% | · | 13%
CCOC(=O)C1CCC(CNCc2ccc(Cl)cc2)CC1 (configuration not stated) | 0% | -2% | -34 | 15% | -5% | -18% | 15%
CCc1ccc(-c2ccc(C(=O)Oc3ccc(Br)cc3)cc2)nc1 | · | 6% | 20 | · | 2% | · | ·
Cc1ccc(C)c2[nH]c(=O)c(CCNC(=O)c3ccc(S(=O)(=O)N(C)C)cc3)cc12 | -1% | -15% | -30 | -6% | 2% | 2.8µM* | ?
O=C(CCc1nnc2ccc(NCc3ccco3)nn12)Nc1ccccc1F | -3% | 6% | -5 | 8% | -9% | 3% | 1%
CC(C)CC(COCc1cccc(C(F)(F)F)c1)N1CCN(C(=O)c2cccc(C(F)(F)F)c2)CCC1=O (configuration not stated) | 1% | ? | 38 | 1% | -1% | 231%[activator] | ?
C/C(=N\NC(=O)C1CC1c1ccccc1)c1ccc(C)s1 (configuration not stated) | 2% | -3% | -1 | 10% | -6% | -18% | -10%
CC(CCc1ccccc1)NC(=O)c1cccnc1 (configuration not stated) | -8% | -5% | 15 | 16% | 5% | -17% | 13%
Cc1nnsc1NC(=O)OCc1ccc(Cl)cc1Cl | -1% | 3% | 9 | 1% | 0% | -21% | -26%
Cn1cc(CC(=O)NCCCN2CCCC2)c2ccccc21 | -3% | 1% | 48 | -4% | 1% | 40% | -19%
CCOC(=O)Cc1csc(NC(=O)Cn2cnc3c2c(=O)n(C)c(=O)n3C)n1 | 6% | 1% | 15 | 13% | -11% | -6% | 1%
N#Cc1c(/N=C/N2CCOCC2)sc2c1CCCCC2 | -16% | -15% | 86 | 1% | -1% | 35% | ?
Cc1ccc(CC2SC(N)=NC2=O)cc1 (configuration not stated) | 3% | -4% | 3 | 0% | -1% | 2% | 8%
O=C1C(c2ccccc2)c2ccccc2N1Cc1ccccc1 (configuration not stated) | · | · | -11 | -7% | 1% | · | 5%
O=C(Nc1nc2c(s1)CN(Cc1ccccc1)CC2)C1CCCC1 | 3% | -1% | 38 | ? | -6% | -15% | 7%
O=C(COC(=O)Cn1[nH]c(=O)c2ccccc2c1=O)NNC(=O)c1ccccc1 | · | -4% | -19 | 30% | 0% | -5% | 7%
COc1ccc(CCN2CC(C(=O)N(C)CC(=O)Nc3ccc(F)c(F)c3F)CC2=O)cc1OC (configuration not stated) | · | · | 7 | 19%[11.6 µM] | 3% | · | -4%
CCOC(=O)C1=C(C)OC(=Cc2ccccc2)C1=O | · | · | -5 | -8% | -13% | · | ·
O=C(c1cccc(NS(=O)(=O)c2ccccc2)c1)N1CCCC1 | -8% | 5% | -4 | 7% | -1% | 0% | 10%

Compound profiles (already shown). Values in the order: LmPK inh	AmpC inh detg	HCMV antiviral	AMA1-RON2 inh	Tb PYK inh	AmpC inh no detg	HCV inhibitor
O=C(c1cccc(NS(=O)(=O)c2ccccc2)c1)N1CCCC1 is listed with -8%	5%	-4	7%	-1%	0%	10%
Cc1ccc(C)c2[nH]c(=O)c(CCNC(=O)c3ccc(S(=O)(=O)N(C)C)cc3)cc12 is listed with -1%	-15%	-30	-6%	2%	2.8µM*	?

The list goes on.
SMILES | LmPK inh | AmpC inh detg | HCMV antiviral | AMA1-RON2 inh | Tb PYK inh | AmpC inh no detg | HCV inhibitor
CN1CCN(CCCCOc2ccccc2C=O)CC1 | -1% | -9% | -28 | ? | -9% | 118%[activator] | 10µM*
CC(=O)Nc1ccc(-c2csc(NNC(=O)c3ccccc3)n2)cc1 | 2% | 3% | ? | 65%[activator] | 3% | -12% | 3%
CCOc1ccccc1NC(=O)COC(=O)c1ccccc1SCC(=O)N1CCCC1 | · | -17% | 11 | 7% | 3% | 139%[activator] | -13%
COC(=O)c1ccc(C)c(NC(=O)CCNC(=O)c2ccc([N+](=O)[O-])cc2)c1 | -3% | -8% | 65 | -15% | -6% | -17% | 23%
COc1ccccc1-c1nc(C#N)c(N2CCN(C(=O)c3ccco3)CC2)o1 | -2% | -1% | -19 | 1% | 6% | -11% | ?
Cc1nc2ccc(NC(=O)c3ccc([N+](=O)[O-])cc3[N+](=O)[O-])cc2s1 | 1% | ? | -16 | -11% | -1% | -30% | -29%
COC(=O)c1ccc(COc2cc(C)cc3oc(=O)c4c(c23)CCCC4)o1 | 4% | 2% | -28 | -3% | 1% | -22% | -26%
COc1ccc(Nc2c3c(nc4ccccc24)CCC3)cc1 | 0% | 1% | -94* | 4% | 5% | -12% | ?
COc1ccc(CCC(C)NC2CCCCCCC2)cc1 (configuration not stated) | -2% | -16% | ? | -6% | -5% | -5% | -3%
Cc1ccc(SCCN2CCC(C(C)(C)C)CCC2=O)cc1 (configuration not stated) | 12% | ? | -6 | 9% | 2% | 86%[activator] | -1%
CCOc1ccc(-n2c(/C=C/c3cccc(F)c3)nc3cc(OC)c(OC)cc3c2=O)cc1 | · | 3% | -39 | · | 0% | · | ·
O=S(=O)(c1cccc(NC(=S)N2CCN(c3ccccc3F)CC2)c1)C(F)F | 1% | -10% | 25 | 2% | -6% | -15% | -3%
COc1cc(/C=N/NC(=O)c2ccccn2)ccc1OC(=O)c1ccc(Br)cc1 | -4% | -9% | -13 | 26% | -6% | -11% | ·

Some values from the list:
LmPK inh with CC(=O)Nc1ccc(-c2csc(NNC(=O)c3ccccc3)n2)cc1 reads 2%
AmpC inh detg with COC(=O)c1ccc(C)c(NC(=O)CCNC(=O)c2ccc([N+](=O)[O-])cc2)c1 reads -8%
AmpC inh no detg with COc1ccccc1-c1nc(C#N)c(N2CCN(C(=O)c3ccco3)CC2)o1 reads -11%
AMA1-RON2 inh with COc1ccc(CCC(C)NC2CCCCCCC2)cc1 (configuration not stated) reads -6%
AmpC inh no detg with CN1CCN(CCCCOc2ccccc2C=O)CC1 reads 118%[activator]
